# Bioassay records (PubChem)
# SR-BI uptake up – activators of SR-BI mediated DiI-HDL uptake, primary screen, ldlA[mSR-BI] CHO cells, DiI fluorescence; activation, % at 12.5 µM; 3 h; 100 = double the neutral-control signal; hit rate 0.096% among 320,000;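 active = mean replicate activation of at least 60% and every replicate at or above 60%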;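 note: 0% = median plate neutral-control signal and 100% = twice that signal; values of inactives mirror those of a sister screen read the other way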
#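 system = CHO ldlA[mSR-BI] cells, LDL receptor-null, SR-BI overexpressing | medium = Ham's F12 with 0.5% BSA, HEPES 25 mM, pH 7.4 | probe or stimulus = DiI-HDL 10 µg/mL | compound dosing = single-point compound dose | incubation = compound exposure 3 h, 37 °C | technique = DiI fluorescence, bottom read | read-out = cell-associated DiI fluorescence as measure of HDL uptake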
# SR-BI DiI inh – inhibitors of SR-BI mediated HDL lipid uptake, primary screen, ldlA[mSR-BI] cells, fluorescence, single point; ldlA[mSR-BI] CHO cells, DiI-HDL uptake fluorescence, 3 h; inhibition, % at 12.5 µM; hit rate 0.96% among 320,000; AID 488896, 2010;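 active = mean replicate inhibition of at least 70% and a set share of replicates each scoring 70 or more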;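 note: 0% = median of neutral control wells and 100% = median of positive control wells; values of inactives mirror those of a sister screen read the other way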
# PKA-R2B activ – activators of PKA-R2B holoenzyme, primary screen, biochemical, fluorescence polarization, Cy5-IP20, human; cAMP-dependent protein kinase catalytic subunit beta (Homo sapiens) + cAMP-dependent …; PKA-R2B holoenzyme dissociation; R2B truncated from residue 108, S112A mutant; 0% DMSO only, 100% 113 µM cGMP; activation, % at 11.4 µM; hit rate 0.079% among 340,000;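 active = activation above a cutoff set at the mean over all compounds plus 3 SD, cut at about 18% in these data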;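 note: higher means more holoenzyme dissociation and a rise in polarization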
# Target sequence (P31323 whole entry, looked up, other chains not shown, the tested form may be a part): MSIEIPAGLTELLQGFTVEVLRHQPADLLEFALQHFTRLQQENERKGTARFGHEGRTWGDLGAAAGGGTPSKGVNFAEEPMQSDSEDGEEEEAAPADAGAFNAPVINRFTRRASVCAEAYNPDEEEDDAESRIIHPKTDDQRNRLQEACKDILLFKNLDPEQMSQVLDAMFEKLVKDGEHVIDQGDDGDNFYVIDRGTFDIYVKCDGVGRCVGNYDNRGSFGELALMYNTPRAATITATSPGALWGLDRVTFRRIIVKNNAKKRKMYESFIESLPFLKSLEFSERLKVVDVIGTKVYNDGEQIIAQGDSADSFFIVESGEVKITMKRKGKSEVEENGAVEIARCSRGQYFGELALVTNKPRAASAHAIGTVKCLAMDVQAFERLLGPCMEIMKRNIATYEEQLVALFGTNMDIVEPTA
# Keap1-Nrf2 PPI – Keap1-Nrf2 protein-protein interaction inhibitors, primary screen, biochemical, fluorescence polarization, single point; inhibition, % at 9.4 µM; Keap1 Kelch-Nrf2 peptide fluorescence polarization, 1536-well; hit rate 0.15% among 340,000; Kelch-like ECH-associated protein 1 (Homo sapiens), Q14145; in the data active = inhibition above about 12%;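 note: human Keap1 Kelch domain with fluorescein labeled Nrf2 9mer peptide probe; 0% = neutral control wells and 100% = peptide positive control; higher means more block of Keap1 binding to Nrf2 peptide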
# Target sequence (Q14145 whole entry, looked up, the tested form may be a part): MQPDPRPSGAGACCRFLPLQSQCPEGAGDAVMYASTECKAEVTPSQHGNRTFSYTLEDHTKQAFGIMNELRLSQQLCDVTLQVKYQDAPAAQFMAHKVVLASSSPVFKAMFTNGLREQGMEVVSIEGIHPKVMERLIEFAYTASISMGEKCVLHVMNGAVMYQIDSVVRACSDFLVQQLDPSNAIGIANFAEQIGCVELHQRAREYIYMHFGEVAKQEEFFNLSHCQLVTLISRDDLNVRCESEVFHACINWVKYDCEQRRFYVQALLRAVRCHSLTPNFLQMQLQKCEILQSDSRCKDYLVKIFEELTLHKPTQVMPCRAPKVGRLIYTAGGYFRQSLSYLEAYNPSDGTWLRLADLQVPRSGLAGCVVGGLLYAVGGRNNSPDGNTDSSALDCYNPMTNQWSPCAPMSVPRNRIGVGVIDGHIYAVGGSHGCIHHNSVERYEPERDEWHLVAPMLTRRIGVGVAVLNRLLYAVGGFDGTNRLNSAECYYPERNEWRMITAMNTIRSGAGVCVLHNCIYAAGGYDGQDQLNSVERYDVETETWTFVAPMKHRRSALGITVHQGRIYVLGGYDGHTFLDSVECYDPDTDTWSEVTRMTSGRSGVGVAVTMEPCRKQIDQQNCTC
# NSD2 HMT inh – NSD2 histone methyltransferase inhibitors, primary screen, biochemical, AlphaScreen, single concentration, set 2. NSD2 peptide methylation, 120 min. inhibition, % at 12.5 µM. AID 743445, 2014. hit rate 0.54% among 310,000. Histone-lysine N-methyltransferase NSD2 (Homo sapiens), O96028; in the data active = inhibition above about 50%
# RTF Ca sens inh – cardiac RTF calcium sensitivity inhibitors, primary screen, biochemical, IANBD-TnC fluorescence, EC70 calcium; IANBD-labeled cardiac RTF, Ca2+ fluorescence; inhibition, % at 7.15 µM; hit rate 0.12% among 340,000; AID 493244, 2011;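 active = inhibition above the mean inhibition of all tested compounds plus 3 SD, cut at about 17% in these data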;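 note: assay run at fixed EC70 calcium of 1.6 mM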
# Arr AP2 block – inhibitors of beta-arrestin/AP2 binding, primary screen, biochemical, GPCR trafficking, flow cytometry; beta-arrestin 1 C-terminal peptide binding to AP2 beta2-adaptin appendage (human); FITC-arrestin peptide / GST-AP2 beads; AP2 beta2 appendage carries R879A mutation; inhibition, % at 10 µM; hit rate 0.31% among 340,000;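 active = inhibition above a set limit, near 3 SD of compounds lacking own fluorescence, cut at about 54% in these data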;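 note: plate controls were DMSO wells for no effect and 5 µM unlabelled arrestin peptide for full effect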
#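 Measured by: flow cytometry, FL1 (488/535 nm); Material: AP2 appendage R879A on GSH beads; Evaluation: percent response; Timing: pre-incubation 12 min, peptide binding 1 h, room temperature; Also added: 50 nM FITC-arrestin peptide; Medium: PBS with 0.05% Tween 20 and 0.1% BSA.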
# DAGLB inhibitor – DAGLB lipase inhibitors, primary screen, biochemical, fluorescence, HTS | HEK293T DAGLB membrane lysate, EnzChek fluorogenic substrate | inhibition, % at 5.17 µM | hit rate 0.059% among 340,000 | Diacylglycerol lipase-beta (Homo sapiens), Q8NCG7; in the data active = inhibition above about 34%;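 note: 0% = enzyme with vehicle and 100% = wells lacking enzyme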
# PvdQ acylase – P. aeruginosa PvdQ acylase inhibitors, primary screen, biochemical, fluorescence, plate reader and imaging, single point | purified PvdQ acylase | AID 488965, 2010 | hit rate 0.063% among 340,000 | PvdQ acylase [Pseudomonas aeruginosa LESB58] | inhibition, % at 10 µM; in the data active = inhibition above about 30%, passing the limit was not always enough;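 note: 0% = vehicle neutral wells and 100% = reference inhibitor wells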
# LANA DNA inh – inhibitors of KSHV C-LANA binding to DNA, primary screen, biochemical, fluorescence polarization, FAM-LBS DNA, MBP-C-LANA, single point; Kaposi's sarcoma herpesvirus LANA C-terminal domain (residues 932-1162) DNA binding; inhibition, % at 9 µM; hit rate 0.078% among 340,000; AID 504423, 2011;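 active = highest replicate inhibition at or above 60% at 9 µM, even if other replicates fall short; inactive = all replicates below 60% inhibition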;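 note: 0% = neutral control wells and 100% = 4 µM acridine orange control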
# The depositor's hits bear a star; i = inactive; . = not tested or not shown. No enrichment for hits, and some 2.1% of all compounds hit somewhere here.
SMILES,SR-BI uptake up,SR-BI DiI inh,PKA-R2B activ,Keap1-Nrf2 PPI,NSD2 HMT inh,RTF Ca sens inh,Arr AP2 block,DAGLB inhibitor,PvdQ acylase,LANA DNA inh
CCN1CCN(c2cc(=O)n(-c3cc(Cl)ccc3C)c(=O)[nH]2)CC1,14,-14,-7,-2,8,-2,4,-12,-6,2.8
COc1ccc(OC)c(NC(=O)COc2coc(CN3CCCc4ccccc43)cc2=O)c1,-53,53,-11,-1,-2,-12,-9,2,-14,-1.7
O=C(CN1CCOCC1)Nc1cccc(Cl)c1Cl,3,-3,-5,-5,-1,-1,4,2,-12,0.7
CCC(C)(C)NC(=O)C(c1cccn1C)N(C(=O)Cn1nnc2ccccc21)c1ccc(NC(C)=O)cc1 (configuration not stated),16,-16,-4,-1,-2,-9,0,-1,-15,-0.8
Cc1ccc(NC(=S)N/N=C2/CCCCc3ccccc32)cc1,-25,25,-5,3,5,1,10,-5,-6,1.0
COc1ccc(NC(=O)N(C)C[C@H]2Oc3c(NS(=O)(=O)c4cccs4)cccc3C(=O)N([C@@H](C)CO)C[C@@H]2C)cc1,19,-19,10,-4,.,-8,-4,2,6,0.1
Cc1onc(-c2ccccc2)c1C(=O)Nc1cccc2nsnc12,-9,9,7,-6,-2,0,1,-5,-9,116*
Cc1cc(/C=C2\Sc3ccccc3N2C)cc(C)[n+]1CC1CCCO1 (configuration not stated),10,-10,.,-6,-12,.,-13,.,-3,-2.2
COc1nonc1NC(=O)CSc1nc2ccccc2[nH]1,36,-36,0,-3,-2,-1,-5,0,-12,-0.5
CC1=Nc2ccccc2/C1=C/c1c(N)n2c(S(=O)(=O)C(C)C)nsc2nc1=O,-17,17,-3,-1,2,-8,-4,11,-8,-0.1
CC(C)CC(C(=O)Nc1cccc(O)c1)N1C(=O)c2ccccc2C1=O (configuration not stated),-21,21,10,3,2,1,25,-1,0,-1.3
O=C(Nc1ccnn1C1CCN(CCCc2ccccc2)CC1)c1ccccc1,2,-2,3,-1,-2,-4,1,-3,-1,-0.6
COc1ccc(C(=O)Cn2cnc3ccccc3c2=O)cc1,-1,1,3,-1,-1,-9,6,2,-16,0.3
CC1Cc2ccccc2N1C(=O)Cn1nc(C(=O)O)c2ccccc2c1=O (configuration not stated),-66,66,2,0,-3,3,3,1,2,-0.7
CC(=O)Nc1ccc(/C(C)=N/NS(=O)(=O)c2ccccc2)cc1,26,-26,-14,-3,0,-11,-12,2,-15,-0.7
CCOC(=O)CC1=C(C#N)C(c2cccnc2)C(C(=O)OCC)=C(N)O1 (configuration not stated),1,-1,-3,-7,-3,-9,-5,1,-14,1.8
CC12CCC(C(=O)OC3CCCCC3)(OC1=O)C2(C)C (configuration not stated),-18,18,6,3,-5,-10,30,1,-9,-11
CNc1nc(N)c(C(=O)Nc2cc(C)on2)s1,9,-9,0,1,-2,-9,-1,0,-21,-0.7
CC(=O)Nc1ccc(NC(=O)CN2CCCC(C)C2)c(Cl)c1 (configuration not stated),-1,1,-9,-3,20,-10,4,-2,-9,-0.6
O=C(CC(=O)N1CCOCC1)N1CCOCC1,11,-11,4,-2,-2,-2,-1,0,-15,-2.3
O=C1CN(C(=O)c2ccccc2F)c2ccccc2N1,1,-1,-1,-3,0,-4,-10,0,-12,0.0
Cc1ccc(SCc2ccc(C(=O)NCc3ccncc3)cc2)cc1,-14,14,-3,-2,-3,2,-4,-1,-8,0.5
CC(=O)C1C(c2ccc(F)cc2)C2C(C)=NN=C2CC1(C)O (configuration not stated),29,-29,3,4,-1,4,-6,3,-10,0.3
COc1ccc(Br)cc1/C=C/C(=O)c1ccc(NC(C)=O)cc1,-77,76*,-4,-1,0,-8,-4,-2,6,0.4
Cc1cc(C)cc(-n2nnnc2-c2cn(C)nc2C(F)(F)F)c1,11,-11,-13,2,-5,-19,3,-1,-8,3.6
O=C(Cn1cccc1C(=O)c1ccccc1)NCCc1ccc(Cl)cc1,0,0,5,1,1,-5,-18,0,-12,-1.3
Cc1cnc(NC(=O)c2ccc3c(c2)C(=O)N(Cc2cccnc2)C3=O)s1,19,-19,1,-2,0,0,-3,0,-15,-1.8
COc1ccc(OCc2cc(C(=O)N(C)Cc3cc(C4CC4)n[nH]3)no2)c(Cl)c1,.,.,8,-5,-2,-3,-11,0,-16,0.1
O=c1oc2ccccc2cc1-c1csc(Nc2ccc(O)cc2)n1,-34,34,-11,0,-5,-5,-8,3,-14,-3.3
CC(C)OCCCNC(=O)c1ccc2c(c1)S(=O)(=O)c1ccccc1C2=O,3,-3,9,-2,2,-4,26,4,-10,-1.6
Cc1ccc(-c2nnc(N3CCOCC3)c3ccccc23)cc1S(=O)(=O)NCC1CCCO1 (configuration not stated),-14,14,-10,-6,0,-3,4,4,-2,0.6
CN(C)CCNC(=S)Nc1ccc(Cl)cc1Cl,37,-37,5,2,3,2,12,3,-13,0.7
Cc1ccc(C)c(N2CCN(C(=O)Cn3c(=O)oc4cc(S(=O)(=O)N5CCCC5)ccc43)CC2)c1,-45,42,2,-6,.,-6,-1,-3,-16,-0.7
COCCn1c(SCC(=O)Nc2cc(C)on2)nc2ccccc21,10,-10,-12,0,-3,-4,5,0,-14,1.4
O=C(NC1CCCC1)c1ccc(Br)o1,-1,1,-6,-6,-1,-11,0,-2,-6,0.5
COc1cc(/C=C(\C#N)c2nc(-c3cc4ccccc4oc3=O)cs2)ccc1O,-57,57,1,-4,1,-9,47,-5,10,8.8
CN(C(=O)c1cc([N+](=O)[O-])ccc1N1CCCC1)C1CCCCC1,-12,12,-10,0,6,2,23,0,8,-2.0
COc1cccc(OC)c1C(=O)NC(=S)Nc1ccc2c(c1)OCCO2,-26,26,8,-2,-1,-5,31,-2,3,0.8
COc1cc(C(=O)Nc2cc(C(F)(F)F)ccc2N2CCOCC2)ccc1OCC(=O)N1CCOCC1,-48,48,-6,-2,5,-12,1,-2,-5,-0.5
O=C(NCc1cccnc1)C(=O)NCC(c1ccco1)N1CCOCC1 (configuration not stated),.,.,5,-7,.,1,19,0,-9,-1.2
CN(CC(=O)Nc1ccc(N2CCOCC2)cc1)C(=O)CCCOc1ccc(Cl)cc1Cl,-10,10,-7,3,1,-1,19,1,-4,0.0
O=C(Nc1ccc2c(c1)OCCO2)C1CCCN(S(=O)(=O)c2cnc[nH]2)C1 (configuration not stated),14,-14,6,0,.,-13,40,3,-17,-0.2
CCC1C(=O)N=C(SCC(=O)NC2CCCCC2)NC1=O (configuration not stated),7,-7,2,2,-1,-7,6,-3,-3,-0.2
O=C(COC(=O)CNS(=O)(=O)c1ccc(Br)cc1Cl)NCCc1ccccc1,-1,1,-1,-2,-5,-3,-1,-2,-12,1.4
O=c1[nH]cnc(O)c1C(c1cccc([N+](=O)[O-])c1)c1c(O)nc[nH]c1=O,.,.,-9,-4,0,0,10,-1,-11,-0.2

# Quoted from the listing.
# `Cc1ccc(C)c(N2CCN(C(=O)Cn3c(=O)oc4cc(S(=O)(=O)N5CCCC5)ccc43)CC2)c1` – Arr AP2 block = -1
# `COCCn1c(SCC(=O)Nc2cc(C)on2)nc2ccccc21` – PKA-R2B activ = -12

# (list continues)
SMILES,SR-BI uptake up,SR-BI DiI inh,PKA-R2B activ,Keap1-Nrf2 PPI,NSD2 HMT inh,RTF Ca sens inh,Arr AP2 block,DAGLB inhibitor,PvdQ acylase,LANA DNA inh
CCOc1cccc(CN2CCC(Oc3ccc(C(=O)N4CCCC4)cc3)CC2)c1,-26,26,-2,-4,9,-8,-16,0,-21,0.1
Cc1sc(NC(=O)C2CCCCC2C(=O)O)c(C(N)=O)c1C (configuration not stated),31,-31,-9,4,-2,2,-11,-1,13,-0.2
CCOc1ccc2noc3c2c1C(=O)c1ccccc1-3,-2,2,-2,21*,.,i,12,-156,-7,52
Clc1ccc(-c2csc3ncnc(Cl)c23)cc1,-1,1,-9,1,-1,9,-21,2,-4,1.1
CCc1nc(OCCN(C)C)c2oc3ccccc3c2n1,20,-20,2,1,1,6,29,-3,9,0.1
O=C(c1cccc(F)c1)N1CCc2ccccc21,-3,3,6,-3,0,-5,1,-5,-13,0.4
CCCc1nnc2n1N=C(c1ccc([N+](=O)[O-])cc1)CS2,-41,41,3,5,-3,-9,0,1,-9,0.5
COC(=O)C1CCN(S(=O)(=O)c2c(C)n(C)c(=O)n(C)c2=O)CC1,20,-20,-5,2,.,-9,-13,-3,-17,-0.5
Nc1ncn([C@H]2C[C@H](O)[C@@H](CO)O2)c(=O)n1,7,-7,6,2,.,6,7,-1,13,0.8
O=C(Nc1ccnn1C1CCN(Cc2ccc(F)cc2)CC1)C1CC1,4,-4,2,-1,-4,-2,5,2,-6,-1.4
O=C(NC1CCCC1)C(c1ccncc1)N(Cc1ccco1)C(=O)c1ccc(-c2ccccc2)[nH]1 (configuration not stated),-19,19,-15,-5,1,-1,-3,4,4,0.3
CC(C)C1Nc2ccc(C(=O)O)cc2C2C=CCC21 (configuration not stated),6,-6,4,2,58*,-6,-6,2,-5,24
Nc1nonc1C(=O)NCCNS(=O)(=O)c1ccc(F)cc1,1,-1,-3,-3,11,5,6,1,-20,-1.2
Cc1oc(-c2cc(F)cc(F)c2)nc1CN1CCN(C(=O)c2ccco2)CC1,-17,17,-11,-4,0,-6,-3,0,-8,0.6
COC(=O)[C@@]1(Cc2ccccc2)C=C[C@@H](C)N1C(C)=O,10,-10,0,-3,.,-13,-1,-4,-21,0.5
Cc1ccoc1C(=O)Nc1ccc2ccccc2c1,-11,11,-5,-4,-1,1,-3,-2,-3,-0.9
COc1ccc(C)cc1NS(=O)(=O)c1ccccc1,-10,10,4,3,0,-11,24,-2,3,-1.4
Cc1ccc(C2=N/C(=C\c3cccnc3)C(=O)O2)cc1,9,-9,-2,-3,-1,-5,7,1,-9,-2.1
Fc1ccccc1NC(=S)Nn1cnnc1,8,-8,-2,-1,3,1,24,-2,2,-0.5
